# High-throughput results as filed in PubChem BioAssay.
# MgcRacGAP inhibition = MgcRacGAP GTPase-activating activity inhibitors, confirmation, biochemical, ADP Hunter fluorescence; MgcRacGAP-stimulated Rac1 GTP hydrolysis, ADP Hunter fluorescence; higher % means a stronger effect; GST-tagged Rac1 F28L mutant substrate; 0.6% of 340,000 active; inhibition, % at 30 µM; hits with a dose series show IC50 in µM;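 active means first-screen hits whose inhibition reached a set limit at any dose in the follow-up dose series; inconclusive means inhibition above the set first-screen limit but never retested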;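 further: fluorescence reports GDP produced by GAP-driven GTP hydrolysis; strong numbers were not always called active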
# T cell modulator = T cell immune modulation candidate; calls only at 7 µM; 0.068% of 330,000 active; 2C CD8+ T cell-vesicle binding, flow cytometry; hits give low values; AID 2052;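 active means response, share of CD8 T cells binding vesicles, and their 90th percentile fluorescence all below set limits, cut at about 80% in these data, passing the limit was not always enough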
#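 incubation = binding step 1.5 h, 37 °C, antibody labelling 20 min, ice | test system = 2C mouse CD8+ T cells | read-out basis = percent CD8+ FL2 mean versus row control | controls = Peptide-free naked vesicles (low) and QL9 vesicles with 0.7% DMSO vehicle (high) | detection = flow cytometry of vesicle-bound cells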
# PhoP inhibition = PhoP-dependent GFP reporter repression – Salmonella Typhimurium, primary screen (AID 1863); S. Typhimurium PhoP-regulated promoter GFP reporter, 4 h; higher % means a stronger effect; inhibition, % at 50 µM; hits with a dose series show IC50 in µM; 0.16% of 300,000 active;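 active means inhibition over 29.93%, a cutoff 3 SD above the screen mean, later confirmed by dose response; inconclusive means inhibition over 29.93% but no dose response follow-up; inactive means inhibition at most 29.93% or unconfirmed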;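 further: 0% = low Mg2+ inducing control and 100% = high Mg2+ repressing control; strong numbers were not always called active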
# Myeloid diff MLP = promotes myeloid progenitor differentiation. AID 624256. ER-HoxA9 myeloid progenitors, lysozyme-GFP differentiation, flow cytometry. 1% of 360,000 active. calls only at 10 µM;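 active means normalized GFP-positive differentiation at or above the plate's own cutoff, the solvent-only control mean plus 3 SD; inconclusive means no clear call, values can overlap the other calls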;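 further: cells exposed to compound for four days before flow analysis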
# West Nile antiviral = inhibition of WNV-induced cytopathic effect – cell-based, CPE readout (AID 1621). West Nile virus-infected cells, CPE inhibition; higher % means a stronger effect. 0.02% of 290,000 active. CPE inhibition, % at 10 µM; hits with a dose series show IC50 in µM; in the data active means a potency from the dose series; inconclusive means CPE inhibition mostly from about 3.7% at the one dose, without a potency; inactive means the rest, 99 in 100 with CPE inhibition below about 2.2%; further: strong numbers were not always called active
# RSV antiviral HEp-2 = RSV antiviral activity via CPE protection, HEp-2 cells, primary 10 µM value included (AID 2391); HEp-2 cells, RSV-induced CPE inhibition; higher % means a stronger effect; CPE inhibition, % at 10 µM, or IC50 in µM where a hit was titrated; 0.13% of 310,000 active; in the data active means a potency from the dose series; inconclusive means CPE inhibition mostly from about 23% at the one dose, without a potency; inactive means the rest, 99 in 100 with CPE inhibition below about 21%; further: strong numbers were not always called active
# SV40 large T antigen = SV40 large T antigen inhibitors, biochemical (AID 1903); SV40 large T antigen ATPase/helicase inhibition assay; higher % means a stronger effect; one-dose inhibition, % at 20 µM; IC50 in µM for titrated hits; 0.39% of 310,000 active; in the data active means a potency from the dose series; inconclusive means inhibition mostly from about 32% at the one dose, without a potency; inactive means the rest, 99 in 100 with inhibition below about 32%; further: strong numbers were not always called active
# bCat nuc transl = modulators of beta-catenin nuclear translocation; HeLa beta-catenin nuclear translocation, immunofluorescence imaging; nuclear translocation activity, % at 5 µM; 0.3% of 190,000 active;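 active means nuclear translocation activity above 50% at 5 µM, with a well cell count of 50 or more; inconclusive means wells under 50 cells across six images, flagged as toxic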;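 further: per-cell ratio of nuclear to cytoplasmic median beta-catenin stain intensity; plate controls were DMSO negative control for no effect and GSK-3 inhibitor IX positive control for full effect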
#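 test system = HeLa cells, endogenous beta-catenin | dosing = single 5 µM dose plus 0.02–20 µM confirmation series | times = compound treatment 24 h, 37°C, 5% CO2 | technique = beta-catenin immunofluorescence imaging with DAPI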
# WT yeast gro inh = growth inhibition of WT yeast, mitochondrial fusion screen; AID 1362; 2.1% of 190,000 active; inhibition, % at 10 µM; mitochondrial fusion phenotypic screen, WT strain; in the data active means inhibition above about 58%; tested in S. cerevisiae
# WT yeast gro inh mutant strain = second read-out of WT yeast gro inh, no call of its own (marks repeat the call); inhibition, %; mitochondrial fusion phenotypic screen, mutant strain inhibition
# bCat nuc transl cell count 5 µM = further read-out of bCat nuc transl, marked with its call; cell count; measured here: cell count, cytotoxicity flag
# T cell modulator vesicle-bound % = recorded beside T cell modulator, whose call it bears; double positive events, %; measured here: CD8+ vesicle-bound cell fraction;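 binding gate set so that unloaded-vesicle control wells show 10% double positive cells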
# Myeloid diff MLP GFP+ MAC1+ % = also measured in Myeloid diff MLP; calls as there; GFP+ MAC1+ double positive, %; measured here: differentiation confirmed by MAC1 staining
# An asterisk follows results filed as active; i = inactive; ? = inconclusive; . = no result given; + = active, no number.
SMILES	MgcRacGAP inhibition	T cell modulator	T cell modulator vesicle-bound %	PhoP inhibition	Myeloid diff MLP	Myeloid diff MLP GFP+ MAC1+ %	West Nile antiviral	RSV antiviral HEp-2	SV40 large T antigen	bCat nuc transl	bCat nuc transl cell count 5 µM	WT yeast gro inh	WT yeast gro inh mutant strain
Cc1ccc(S(=O)(=O)N/N=C2\C(=O)C3(C)CCC2C3(C)C)cc1 (centres undefined)	3%	i	64	5%	i	1.0	-0.3%	-1.6%	-1%	0.1	1534	-20	-3
Cc1nn(C)cc1CN1CCC(CO)(CCOc2ccccc2)CC1	7%	i	18	1%	i	0.5	-0.6%	-1.8%	7%	2.1	961	2	-10
O=C(COc1ccccc1)N1CCN(c2ncccn2)CC1	2%	i	55	7%	i	0.5	-0.2%	9.7%	6%	-2.7	1131	-14	-4
NS(=O)(=O)c1cccc(NS(=O)(=O)c2ccc3ccccc3c2)c1	9%	i	24	-3%	i	0.3	1.8%	6.1%	3%	.	.	.	.
O=C1c2oc3ccccc3c(=O)c2C(c2cccc(Br)c2)N1Cc1ccco1 (centres undefined)	5%	i	50	-2%	i	1.2	-0.6%	0.9%	10%	3.2	1352	1	10
CCOC(=O)N1CCN(CC(=O)Nc2ccccc2C(=O)Nc2ccccc2)CC1	4%	i	24	.	i	0.4	.	1.6%	.	.	.	.	.
NC(=NC(=O)c1ccc(OCC(F)(F)F)nc1)c1ccccc1	6%	i	30	3%	i	0.5	0.1%	-0.7%	22%	-1.0	1343	.	.
CC1CCOC(c2coc3ccccc3c2=O)O1 (centres undefined)	4%	i	55	7%	i	0.9	-0.5%	2.8%	8%	.	.	27	14
CN(CC(=O)Nc1ccc(F)c(F)c1F)C(=O)Cn1cnc2c1c(=O)n(C)c(=O)n2C	6%	i	12	.	i	0.6	.	1.0%	.	.	.	.	.
O=C(Nc1cccc(S(=O)(=O)NC2=NCCC2)c1)C1CCC1	2%	i	62	-12%	i	0.2	0.3%	-1.7%	14%	-2.4	1138	-4	-9
CC(C)NS(=O)(=O)c1ccc(OCC(=O)N2CCc3ccccc3C2)cc1	4%	i	40	-4%	i	0.2	-0.6%	2.8%	4%	0.3	1519	-6	-11
CCOC(=O)c1ccc2[nH]cc(C(C)=O)c(=O)c2c1	12%	i	31	-12%	i	0.0	1.0%	-1.8%	10%	-1.4	1100	-16	1
CSc1ccc(S(=O)(=O)NCC(=O)OCCOc2ccccc2)cc1[N+](=O)[O-]	9%	i	26	-3%	i	0.8	.	-1.9%	5%	.	.	.	.
CC(C)(C)c1csc(NC(=O)Cn2cnc3ccccc3c2=O)n1	6%	i	53	-11%	i	1.1	.	0.8%	2%	-0.7	1093	-3	3
Cc1nc2c(-c3ccc(F)cc3)cnn2c(N)c1-c1ccc(F)cc1	.	i	33	.	i	1.3	-1.8%	3.2%	6%	.	.	.	.
CC1(C)CC(=O)C2=C(C1)N(c1ccc(F)cc1)C(=O)NC2(C(F)(F)F)C(F)(F)F	5%	i	49	-3%	i	8.1	0.7%	3.3%	26%	0.1	1294	1	97
Cc1ccc(O)c(C(CC(=O)NC2CCCCC2)c2ccccc2)c1 (centres undefined)	.	i	59	-1%	i	0.1	-1.0%	-0.6%	4%	0.7	1113	6	2
O=c1[nH]c(=O)n(CCO)c2nnn(Cc3ccccc3)c12	-4%	i	26	1%	i	1.3	0.5%	2.0%	-2%	-3.3	962	3	6
COc1cc(C)c(Cl)c(C)c1S(=O)(=O)NCc1ccc2c(c1)OCO2	11%	i	50	-8%	i	1.3	-0.2%	1.2%	3%	.	.	-16	-12
CCc1noc(C)c1C(=O)Nc1sc(C(=O)N(C)C)c(C)c1C#N	3%	i	18	1%	i	1.2	0.4%	0.7%	20%	.	.	.	.
O=C(O)C1Nc2c(O)cccc2C2C=CCC12 (centres undefined)	?	i	76	33%	i	0.4	-1.2%	2.1%	?	9.6	1118	-1	3
COc1ccc(C(=O)Nc2ccccc2)cc1S(=O)(=O)Nc1cc(C)on1	-8%	i	19	-16%	i	0.3	0.5%	2.1%	23%	-1.8	1104	4	19
CC(C)n1c(NCc2c[nH]c3ccccc23)nc2ccccc21	8%	i	40	1%	i	0.7	.	3.5%	9%	-1.8	1000	-12	-4
O=C(O)CC(=O)Nc1ccc(Oc2ccc(C(F)(F)F)cn2)c(Cl)c1	-2%	i	36	-1%	i	0.2	.	-0.2%	14%	0.5	1030	0	1

# Rewritten field by field: part of the list above
Molecule: CCc1noc(C)c1C(=O)Nc1sc(C(=O)N(C)C)c(C)c1C#N
  MgcRacGAP inhibition = 3% | T cell modulator = i | T cell modulator vesicle-bound % = 18 | PhoP inhibition = 1% | Myeloid diff MLP = i | Myeloid diff MLP GFP+ MAC1+ % = 1.2 | West Nile antiviral = 0.4% | RSV antiviral HEp-2 = 0.7% | SV40 large T antigen = 20% | bCat nuc transl = . | bCat nuc transl cell count 5 µM = . | WT yeast gro inh = . | WT yeast gro inh mutant strain = .

Molecule: O=C(O)C1Nc2c(O)cccc2C2C=CCC12 (centres undefined)
  MgcRacGAP inhibition = ? | T cell modulator = i | T cell modulator vesicle-bound % = 76 | PhoP inhibition = 33% | Myeloid diff MLP = i | Myeloid diff MLP GFP+ MAC1+ % = 0.4 | West Nile antiviral = -1.2% | RSV antiviral HEp-2 = 2.1% | SV40 large T antigen = ? | bCat nuc transl = 9.6 | bCat nuc transl cell count 5 µM = 1118 | WT yeast gro inh = -1 | WT yeast gro inh mutant strain = 3

# Other records.
SMILES	MgcRacGAP inhibition	T cell modulator	T cell modulator vesicle-bound %	PhoP inhibition	Myeloid diff MLP	Myeloid diff MLP GFP+ MAC1+ %	West Nile antiviral	RSV antiviral HEp-2	SV40 large T antigen	bCat nuc transl	bCat nuc transl cell count 5 µM	WT yeast gro inh	WT yeast gro inh mutant strain
C=CCNc1oc(-c2cccs2)nc1S(=O)(=O)c1ccccc1	2%	i	40	1%	i	0.8	-0.6%	1.2%	1%	-4.9	1159	6	2
O=C(CNC(=O)[C@@H]1Cc2ccccc2CN1)NCc1ccco1	3%	i	14	0%	+	3.6*	-0.1%	3.0%	12%	.	.	.	.
Nc1ccc(S(=O)(=O)Nc2ccc(S(N)(=O)=O)cc2)cc1	1%	i	52	15%	i	2.5	-0.4%	-0.6%	10%	-7.0	1148	-15	-2
COc1ccc(NC(=O)NCCCCc2ccccc2)cc1OC	6%	i	13	-6%	i	1.4	-0.1%	1.2%	23%	.	.	.	.
CCC1(CC)NC(=O)N(Cc2nc3ccccc3s2)C1=O	7%	i	41	1%	i	0.5	-0.5%	2.5%	10%	0.6	1028	-2	26
COc1ccc2c(c1)c(C(=O)CN1CCOCC1)c(C)n2C	10%	i	47	4%	i	3.9	-0.2%	1.6%	13%	-4.9	1185	14	3
O=S(=O)(NCCc1ccncc1)c1ccc(Br)cc1	13%	i	16	4%	i	1.0	-0.3%	2.0%	18%	.	.	-4	9
O=C(c1ccccc1)N1CCC(c2nc(-c3ccc(S(=O)(=O)N4CCOCC4)cc3)no2)CC1	8%	i	12	3%	i	1.1	0.1%	0.4%	24%	-1.1	959	-2	14
CN(C)CCN(C(=O)c1cc(Cl)sc1Cl)c1nc2ccc(F)cc2s1	9%	i	49	-5%	i	0.7	-0.1%	1.1%	7%	0.4	1049	-2	1
O=C(CSc1nnnn1C1CCCCC1)NCc1ccc2c(c1)OCO2	-2%	i	9	-4%	i	3.2	-0.1%	-0.2%	-4%	-6.2	1016	-12	27
CCCCn1c(SCC(=O)NCCc2ccc(OC)c(OC)c2)nc2c1c(=O)n(C)c(=O)n2C	-8%	.	.	-6%	i	12	-1.0%	-0.4%	8%	-2.9	962	1	-4
O=C(CSc1n[nH]c(=O)n1Cc1ccco1)N1CCOCC1	.	i	19	-7%	i	0.6	0.0%	2.6%	5%	-3.3	1165	.	.
COCCNC(=O)COC(=O)c1cc(-c2ccc(OC)cc2)nc2ccccc12	3%	i	29	1%	i	0.3	-0.2%	2.4%	-3%	2.7	1041	21	-3
COc1cc(NC(=O)COC(=O)c2ccccc2SCC(=O)N2CCCC2)cc(OC)c1	-1%	i	36	5%	i	0.7	.	-0.9%	11%	.	.	.	.
C=C(C)CC(NCc1ccco1)c1ccc(OC)cc1 (centres undefined)	1%	i	48	2%	i	0.6	0.4%	1.3%	6%	-1.1	1416	5	-9
Oc1ccccc1C1CC(c2cccs2)=NC(c2cccc(Br)c2)N1 (centres undefined)	-7%	i	7	2%	i	0.2	-0.4%	-0.7%	4%	-1.1	1147	17	4
O=C(COc1ccc(-c2ccccc2)cc1)N/N=C/c1cccnc1	12%	i	41	1%	i	0.3	1.1%	5.2%	8%	.	.	.	.
CCOc1cc(C(=O)O)cc(Cl)c1OCC#N	1%	i	26	-8%	i	5.5	-0.7%	1.7%	5%	-0.5	1088	-2	3
C#CCOCCOCCOCCNc1nc(N2CCOCC2)nc(N2CCN(C(=O)[C@H](Cc3ccc(O)cc3)n3cc([C@@H](N)C(C)CC)nn3)CC2)n1 (some centres undefined)	8%	i	19	-3%	i	2.2	0.7%	0.8%	5%	-3.3	1119	-4	-8
O=C(O)CN=C(NS(=O)(=O)c1ccc(Cl)cc1)c1ccccc1	6%	i	42	-4%	i	1.0	0.7%	-0.1%	8%	-16	1210	-15	-22
S=c1[nH]nc(-c2cc(-c3ccccc3)n[nH]2)n1/N=C/c1c(Cl)cccc1Cl	18%	i	35	-22%	+	0.6*	-0.3%	.	10%	-3.8	1199	.	.
O=C1CSC(=Nc2ccc(O)cc2)N1	36µM*	i	62	12%	i	0.3	-0.1%	0.5%	?	.	.	.	.
O=C(c1ccc(Br)o1)N1CCN(Cc2ccc3c(c2)OCO3)CC1	-4%	i	17	27%	i	2.3	-0.5%	-0.3%	-7%	-3.0	1026	12	0
C/C(=N\OC(=O)c1c(-c2ccccc2Cl)noc1C)c1ccncc1	8%	i	45	0%	i	0.0	-0.2%	0.1%	11%	-4.6	1033	-8	-3

# Compounds as they come (roughly 3.6% active in at least one column).
